CD40 NFkB inh: CD40 pathway inhibition in BL2 cells | AID 1053188 | inhibition, % at 10 µM | BL2 NF-kB luciferase reporter, CD40L-induced, 4 h | actives 0.94% (n = 83,000);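 active = mean inhibition of at least 50% with a set share of replicates also reaching that level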;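 note: 0% = neutral control wells and 100% = IKK inhibitor VII at 50 µM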
The depositor's hits bear a star; [ ] = dose if it differs, or a comment. The list is partial; rates above refer to the full screens.

compound | CD40 NFkB inh
O=C1CN(S(=O)(=O)Cc2ccccc2)C[C@H]2[C@H](c3ccc(C#Cc4ccccc4)cc3)[C@H](CO)N12 | 16[25 µM]
CC(=O)Nc1cccc(NC(=O)c2cccc(OCc3ccccc3)c2)c1 | -5
O=C(Nc1nc2ccccc2c(=O)s1)c1ccco1 | 3
CO[C@H]1CN(C)C(=O)c2ccc(NC(=O)c3nc4ccccc4s3)cc2OC[C@@H](C)N(Cc2cccnc2)C[C@H]1C | 15[25 µM]
CC(Sc1nn(-c2ccc(F)cc2)c(=S)s1)C(=O)c1c(N)n(C)c(=O)n(C)c1=O (stereo unspecified) | 14
CCC(=O)N[C@@H]1C=C[C@@H](CC(=O)NCC2CC2)O[C@H]1CO | 1
O=C(O)C1CC=CCC1C(=O)NCCCCc1ccccc1 (stereo unspecified) | 7
C[C@@H]1CN([C@@H](C)CO)C(=O)CCCn2cc(nn2)CO[C@H]1CN(C)Cc1ccccc1 | -10[25 µM]
C(#Cc1ccc(C#CCN2CCCC2)cc1)CN1CCCC1 | -11
CC(NC(=O)c1cccc(S(=O)(=O)N(C)C)c1)C1CC2CCC1C2 (stereo unspecified) | 5
C[C@@H](NC(=O)C[C@H]1CC[C@@H]2[C@H](COC[C@@H](O)CN2Cc2ccc(C(F)(F)F)cc2)O1)c1ccccc1 | 3[25 µM]
CN(C)C(=O)c1cccc(-c2cccc(-c3nc(C(=O)NCc4ccccc4)cc4c3[C@@H](CCO)N([S@](=O)C(C)(C)C)C4)c2)c1 | 25
O=C(NC1CCCC1)[C@H]1[C@H](CO)[C@H]2Cn3c(ccc(-c4cccc(F)c4)c3=O)[C@@H]1N2 | 0[25 µM]
COc1ccccc1NS(=O)(=O)c1cccs1 | 3
CCCCNC(=O)NC12CC3CC(CC(C3)C1)C2 | 0
O=C1C2CC=CCC2C(=O)N1Cc1nnc(-c2ccc(Cl)cc2)o1 (stereo unspecified) | -41
O=C(CC1C(=O)NCCN1Cc1ccc(F)cc1)NCCN1CCCc2ccccc21 (stereo unspecified) | -5
COc1ccc(-c2csc(NC(=O)CSCC(=O)Nc3cc(C)on3)n2)c(OC)c1 | -11
O=C(OCC(=O)N1CCCC1)c1cc(Br)ccc1Cl | -10
O=C(CN1C(=O)NC(c2ccccc2)(c2ccccc2)C1=O)NCc1ccccc1 | 3
CC1CN(S(=O)(=O)c2cccc(C(=O)OCCOc3ccccc3)c2)CC(C)O1 (stereo unspecified) | 4
O=C(CN1C(=O)NC2(CCCC2)C1=O)Nc1nc2ccccc2[nH]1 | 14
Cc1cccc(C)c1NC(=O)CN(C)C(=O)COc1cccc2c1OC(C)(C)C2 | -2
O=C(CSCc1cccc(F)c1)N1CCN(c2ccccc2)CC1 | -73
COc1ccccc1NC(=O)N1CC(=O)N2[C@H](CO)[C@@H](c3ccc(C#CC(C)C)cc3)[C@@H]2C1 | 8[25 µM]
O=c1c2ccccc2nc2sc3ccccc3n12 | -92
CN1CCN(C(=O)NC2CCCN2S(=O)(=O)c2ccc(Cl)cc2)CC1 (stereo unspecified) | 5
O=C(NCC[C@H]1CC[C@H](NC(=O)c2ccncc2)[C@H](CO)O1)Nc1ccc(Cl)cc1 | -16[25 µM]
COc1cc(C(=O)NCc2ccc(S(N)(=O)=O)cc2)ccc1OCC(=O)Nc1cccc(C(F)(F)F)c1 | 1
CC(=O)N(c1ccccc1)C1CC(C)N(C(=O)c2ccccc2)c2ccccc21 (stereo unspecified) | 12
COCC(=O)N1CCC2(CC1)CN(S(C)(=O)=O)[C@@H](CO)c1[nH]c3cc(OC)ccc3c12 | -2[25 µM]
CCOC(=O)Cc1csc(NC(=O)c2ccc3ccccc3n2)n1 | -30
CN1C(=O)c2cc(NC(=O)C3CCOCC3)ccc2OC[C@H]2O[C@@H](CC(=O)NCc3ccccc3F)CC[C@H]21 | 4[25 µM]
CC(C)(C)C(=O)Nc1sc2c(c1C#N)CCCCC2 | -41
CC1(C)C(=O)Nc2ccccc2N1C(=O)COc1cccnc1[N+](=O)[O-] | 16
N#CCCn1ncc2ccccc21 | 7
O=C1COc2ccc(C(=O)COC(=O)c3ncc(Cl)c(Cl)c3Cl)cc2N1 | -1
O=C(Nc1ccc2c(c1)OCCO2)N1CCN(Cc2ccccc2)CC1 | -70
Cc1noc(C)c1S(=O)(=O)N(C)C[C@H]1OCCCC[C@@H](C)Oc2ccc(N(C)C)cc2C(=O)N([C@H](C)CO)C[C@@H]1C | -15[25 µM]
CC(C)N(C(=O)COC(=O)Cn1cnc2ccccc21)c1ccccc1 | 8
CN(C(=O)CSc1nnc(C2CC2)n1C1CC1)C1(C#N)CCCCC1 | 2
CCOC(=O)C1CCCN(C(=O)c2cccc(N3C(=O)c4ccccc4C3=O)c2)C1 (stereo unspecified) | 6
O=C1c2cccnc2C(=O)N1Cc1ccccc1 | 0
COc1cc2nc(C3CC3)n(NC(=O)c3ccc(Cl)cc3)c(=O)c2cc1OC | 12
Cc1ccc(-c2nc3cccnc3o2)cc1NC(=O)COc1ccc(Cl)cc1C | 16
Cc1ccccc1-c1nc(CN2CCN(C(=O)c3ccco3)CC2)c(C)o1 | 7
Cc1nn(C)cc1CNC(=O)c1cnn2c(C(F)F)cc(C3CC3)nc12 | 4
CN1C(=O)c2cc(NC(=O)Nc3ccc(Cl)cc3)ccc2OC[C@H]2O[C@H](CC(=O)NCCN3CCCCC3)CC[C@H]21 | -15[25 µM]
COc1nc(NC(C)=O)nc(C)c1Br | 12
O=C(ON=C1CCSCC1)c1ccccc1 | 11
COc1ccc(C(=O)Nc2cccc3cccnc23)cc1OC | -34
CCCSCCCNC(=O)Cn1cc2c(n1)CCCCC2 | 11
CN(Cc1ccncn1)C(=O)CC1C(=O)NCCN1Cc1cccc(Oc2ccccc2)c1 (stereo unspecified) | 8
COc1ccc(CN(C)C[C@@H]2OCCCC[C@@H](C)Oc3ccc(NC(=O)C4CCCCC4)cc3C(=O)N([C@H](C)CO)C[C@H]2C)cc1 | 8[25 µM]
Cc1onc(-c2ccccc2)c1C(=O)OCC(=O)N1CCN(c2ccccc2)CC1 | 16
CC(C)[C@@H]1C(=O)N[C@@H](c2cccc(Cl)c2)CC=CC[C@H](C)Oc2ccccc2C(=O)N1C (mixture of isomers) | 30[25 µM]

Carrying on.
compound | CD40 NFkB inh
CC(=O)Nc1cccc(C(=O)Nc2cc(C(F)(F)F)ccc2-n2cncn2)c1 | 11
COc1ccc(NC(=O)c2ccccc2NC(=O)NC2CCCCC2)cc1 | -53
CC(=O)n1cc(C2C(=O)CCCC2=O)c2ccccc21 | 10
Cn1c(C(=O)NC2CCCCCC2)cc2c(=O)n(C)c3ccccc3c21 | -15
CN(C)C(=O)c1ccc(-c2ccc([C@@H]3[C@@H](CO)N(S(C)(=O)=O)[C@H]3C#N)cc2)cc1 | -19[25 µM]
C=CCNC(=O)C1CCN(c2ccc(S(=O)(=O)N3CCOCC3)cc2[N+](=O)[O-])CC1 | 3
C/C(=N\Nc1nc(N)cc(Cl)n1)c1ccc(Cl)c(Cl)c1 | 12
CN(C)c1ccc(C=NN2C(=O)CSC2=S)c(Cl)c1 | -10
O=C(Cn1c(=O)cnc2ccccc21)NCC(=O)Nc1ccc(F)c(F)c1 | -2
CCN(C(=O)COC(=O)C12CC3CC(CC(NC(C)=O)(C3)C1)C2)C1CCCCC1 | -20
COc1ccc(N2CCN(C(=O)c3ccc(S(=O)(=O)N4CCCCCC4)cc3)CC2)cc1 | -11
O=C(COC(=O)c1cncc(Br)c1)NC1CCCCCC1 | 4
COc1ccc(Nc2cc(C)nc(N3CCN(C(=O)c4ccc5c(c4)OCO5)CC3)n2)cc1 | 2
CC(=O)c1ccc(NC(=S)N(Cc2ccccc2)C(C)C2CC2)cc1 (stereo unspecified) | -1
O=C(NCc1ccccn1)c1cn(-c2ccccc2)nc1-c1ccc(Cl)cc1 | -3
CC(=O)N1CCc2cc(S(=O)(=O)NCCC(=O)NC3CCCCCC3)ccc21 | 2
COC(=O)c1ccc(Cn2nnc3ccccc32)cc1 | -9
COc1ccc(-c2nnc(SCc3csc(N)n3)n2C)cc1 | -13
O=C(Nc1ccccc1)c1cc2n(n1)C(C(F)(F)F)CC(C1CC1)N2 (stereo unspecified) | -44
O=C(NCCCn1ccnc1)c1cc(-c2ccncc2)nc2ccccc12 | 15
CC1=NN(C(N)=S)C(=O)C1N=Nc1ccccc1 (stereo unspecified) | -132
NC(=O)C1CC2(C1)CC(C(N)=O)C2 (stereo unspecified) | 11
N#C[C@@H]1[C@H](c2ccc(C#Cc3ccccc3F)cc2)[C@H](CO)N1C(=O)c1cccnc1 | 11[25 µM]
COc1ccc(CCNC(=O)CN2C(=O)C3(OCCCO3)c3ccccc32)cc1OC | 6
COc1ccc(CNC(=O)c2cccc3c(-c4cccc(C(N)=O)c4)coc23)cc1OC | 6
O=C(Nc1nc(-c2ccc(F)cc2)cs1)c1cccnc1 | -26
CNS(=O)(=O)c1cc(N)ccc1C | 2
CCCN(CC(=O)Nc1ccccc1C)C(=O)CCCNC(=O)c1ccc(Cl)cc1 | -4
O=C(COc1ncnc2ccccc12)NC1CCCC1 | 11
CC(C)(C)C(=O)NC1=NN(c2c(Cl)cc(Cl)cc2Cl)C(=O)C1 | 4
CC(C)CN(C[C@@H]1N[C@@H](CO)[C@H]1c1ccccc1)C(=O)CN(C)C | 0[25 µM]
CCc1noc(C)c1C(=O)Nc1cc(S(=O)(=O)N2CCOCC2)ccc1OCC(F)(F)F | 4
COc1ccc2c3c([nH]c2c1)[C@@H](CO)N(CC1CC1)CC31CN(C(=O)NC2CCCC2)C1 | -5[25 µM]
CC(C)C(C)NC(=O)COC(=O)C1CCN(S(=O)(=O)c2ccc3c(c2)OCCO3)CC1 (stereo unspecified) | -1
C[C@@H]1CCCCO[C@@H](CN(C)S(=O)(=O)c2ccc(F)cc2)[C@@H](C)CN([C@H](C)CO)C(=O)c2cc(N(C)C)ccc2O1 | 7[25 µM]
O=C(C1CCC1)N1CC2(C1)[C@H](c1ccccc1)[C@H](CO)N2Cc1nccs1 | 10[25 µM]
CCC(=O)N1CC2(CCN(C(=O)Nc3ccccc3F)CC2)c2c([nH]c3cc(OC)ccc23)[C@@H]1CO | 23[25 µM]
Cc1ccc(C(=O)Nc2nccs2)s1 | -39
Cc1cccc(NC(=O)CNC(=O)c2ccc3c(c2)OCO3)n1 | 1
C[C@H](CO)N1C[C@H](C)[C@@H](CN(C)CC2CCCCC2)OCCCC[C@H](C)Oc2ccc(NS(C)(=O)=O)cc2C1=O | -4[25 µM]

Of the compounds above, these have a cyano group:
compound | CD40 NFkB inh
CC(C)(C)C(=O)Nc1sc2c(c1C#N)CCCCC2 | -41
N#CCCn1ncc2ccccc21 | 7
CN(C(=O)CSc1nnc(C2CC2)n1C1CC1)C1(C#N)CCCCC1 | 2
CN(C)C(=O)c1ccc(-c2ccc([C@@H]3[C@@H](CO)N(S(C)(=O)=O)[C@H]3C#N)cc2)cc1 | -19[25 µM]
N#C[C@@H]1[C@H](c2ccc(C#Cc3ccccc3F)cc2)[C@H](CO)N1C(=O)c1cccnc1 | 11[25 µM]

(listing goes on)
compound | CD40 NFkB inh
COc1cc(NC(=O)CSc2nc(=O)n(CCCN3CCOCC3)c3c2CCC3)cc(OC)c1 | 1
C[C@@H]1CN([C@@H](C)CO)C(=O)c2cccc(NC(=O)CCCCCC(=O)Nc3ccccc3N)c2O[C@H]1CN(C)S(=O)(=O)c1cn(C)cn1 | -13[25 µM]
CCCNC(=O)N1C[C@@H]2[C@H](c3ccccc31)[C@H](CO)N2Cc1ccccc1F | -1[25 µM]
CCOCCCNC(=S)N1CCCN(c2nc3cc(C)c(C)cc3cc2C#N)CC1 | -3
O=C(NCCCN1CCOCC1)[C@@H]1[C@@H](CO)[C@@H]2Cn3c(ccc(C4=CCCCC4)c3=O)[C@H]1N2 | -5[25 µM]
CS(=O)(=O)N1[C@H](C#N)[C@@H](c2ccccc2)[C@@H]1CO | 1
CC1(Cc2ccc(C(F)(F)F)nc2)C(=O)Nc2cc(-c3ccccc3Cl)ccc21 (stereo unspecified) | -3
O=C(COC(=O)C1CCN(S(=O)(=O)c2ccc3c(c2)OCCO3)CC1)NC1CCCCC1 | 0
CCCNC(=O)N1CC2(CN(Cc3cccnc3)C2)c2c(n(C)c3cc(OC)ccc23)[C@@H]1CO | -4[25 µM]
C[C@@H]1CN([C@H](C)CO)C(=O)c2cccc(NC(=O)C3CCOCC3)c2O[C@H]1CN(C)Cc1ccncc1 | -5[25 µM]
CC(C)C(=O)Nc1ccc2c(c1)C(=O)N(C)[C@H]1CC[C@H](CC(=O)Nc3ccc(Cl)cc3)O[C@@H]1CO2 | -12[25 µM]
COc1ccc(NC(=O)N2CCC3(CC2)CN(C(=O)C2CCC2)[C@@H](CO)c2c3c3ccc(OC)cc3n2C)cc1 | 21[25 µM]
O=C(c1ccccc1F)N1CCN(S(=O)(=O)c2ccc3ccccc3c2)CC1 | 5
COc1ccc(NS(=O)(=O)c2cccc(C(=O)NCC(c3ccc(OC)cc3)N3CCCC3)c2)cc1 (stereo unspecified) | -2
O=C(COC(=O)CNC(=O)c1ccccc1)NC1CCCC1 | 9
CC=Cc1ccc2n(c1=O)C[C@@H]1[C@@H](CO)[C@H](C(=O)NCC(F)(F)F)[C@H]2N1C(=O)C1CCCCC1 (mixture of isomers) | -2
O=C(Cc1cccnc1)N1CC(=O)N2[C@H](CO)[C@@H](c3ccc(C#CC4CCCC4)cc3)[C@H]2C1 | -1
Cc1cc([N+](=O)[O-])nn1CC(=O)N1CCN(Cc2ccccc2)CC1 | 12
Cn1c(C(=O)NC2CCCC2)cc2c(=O)n(C)c3ccccc3c21 | 0
O=C(NCC1CCCO1)C1c2ccccc2C(=O)N1Cc1ccc2c(c1)OCO2 (stereo unspecified) | 0

Bioassay records as filed in PubChem BioAssay.
